Screening results deposited in PubChem BioAssay by National Center for Advancing Translational Sciences (NCATS).
ERK EGF block = qHTS Assay for Inhibitors of the ERK Signaling Pathway using a Homogeneous Screening Assay; Stimulation with EGF; Potency, µM (highest dose often 11.5 µM), for the others: top-dose activity change, negative = inhibition, usual class: inhibitors; HEK293-V1b, EGF-stimulated phospho-ERK AlphaScreen; hit rate 0.41% among 130,000; active = well fitted inhibition curve with a large enough effect; inconclusive = small, poorly fitted or top-dose-only effect, or effect the other way;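 also: plate controls were stimulated vehicle wells for no effect and unstimulated vehicle basal for full effect; nearly all actives have a fitted effect of over 55% in size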
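V1b-HEK293, 1% FBS o/n; cpd 30 min 37C; EGF 25 nM final, 5 min; lyse 10 min; AlphaScreen beads 5 h RT. Normalized DMSO basal vs EGF max; Hill AC50.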
The depositor's hits bear a star; ? = inconclusive; [ ] = remark or other dose. Potency is read from the fitted curve at half-maximal effect. An excerpt (hit frequency here may not be typical).

Structure | ERK EGF block
CC[n+]1c(/C=C/N(C)c2ccccc2)oc2ccc(F)cc21 | -6%
CSc1cccc(NC(=S)N(CCN(C)C)C(C)c2ccncc2)c1 (stereo not drawn) | -11%[57.5 µM]
O=C(CSc1nccc(=O)[nH]1)c1c[nH]c2ccccc12 | 1%[57.5 µM]
CCOC(=O)c1ccccc1NC(=O)CSc1nc2ccccc2c(=O)[nH]1 | -9%
Cc1ccc(Cn2ncc3c(N4CCN(CC#N)CC4)ncnc32)cc1 | 6%
COc1ccc(NC(=O)C(OC)c2ccccc2)cc1Cl (stereo not drawn) | 5%
O=C(/C=C/c1ccc(O)cc1)c1ccccc1 | -6%[57.5 µM]
COc1cc(/C=N/Nc2cccc(C)c2)ccc1OC(=O)c1cccs1 | -6%
O=C(O)/C=C/c1cn(Cc2ccccc2)nc1-c1cccs1 | 3%
CCN(CC)S(=O)(=O)c1ccc(C(=O)NCCCn2ccnc2)cc1 | -2%

5 successive records already listed, for reference:
Structure | ERK EGF block
COc1ccc(NC(=O)C(OC)c2ccccc2)cc1Cl (stereo not drawn) | 5%
O=C(/C=C/c1ccc(O)cc1)c1ccccc1 | -6%[57.5 µM]
COc1cc(/C=N/Nc2cccc(C)c2)ccc1OC(=O)c1cccs1 | -6%
O=C(O)/C=C/c1cn(Cc2ccccc2)nc1-c1cccs1 | 3%
CCN(CC)S(=O)(=O)c1ccc(C(=O)NCCCn2ccnc2)cc1 | -2%

More entries
Structure | ERK EGF block
CCS(=O)(=O)N1CCN(c2cc3c(cc2[N+](=O)[O-])n(C)c(=O)n3C)CC1 | -1%
COc1cc2c3c(c1OC)C1(C=CC(=O)C=C1)CC3N(C(C)=O)CC2 (stereo not drawn) | -9%
CCCCn1c(O)c(N=NC(=O)Cn2c(C(F)(F)F)nc3ccccc32)c2ccccc21 | -10%
CCOc1cc(C(=O)OCC(=O)Nc2ccc(SC(F)F)cc2)cc(OCC)c1OCC | 21%
CC(=O)N/N=C(\C)c1cccc(NC(=O)c2cccs2)c1 | 1%
CCC1=C(OC(=O)N(CC)CC)N2C(=O)OC(=NCC3CC3)[C@]2(C)[C@H]2C1=CC[C@H]1C(=O)N(CC)C(=O)[C@H]12 | -15%
Cc1ccc(OCC(=O)Nc2ccc(S(=O)(=O)N3CCOCC3)cc2)c([N+](=O)[O-])n1 | 4%
CCOC(=O)C1(C(F)(F)F)N=C(C(F)(F)F)Nc2ccc(F)cc21 (stereo not drawn) | -15%
O=C(Cn1ccc([N+](=O)[O-])n1)N1CCCCCC1 | -8%
COc1cc2c(c(OC)c1OC)CCc1cnoc1-2 | -6%[57.5 µM]
O=C(Nc1cc(F)c(Br)cc1F)c1ccc(Cl)cc1 | 6%[57.5 µM]
COc1ccc(C(=O)C2CCCN(C(=O)c3ccoc3C)C2)cc1F (stereo not drawn) | -5%[57.5 µM]
Cc1nccn1-c1ccc(C(F)(F)F)cc1[N+](=O)[O-] | -7%
C/C(=N\Nc1cccc2cccnc12)c1ccc[nH]1 | ?
CCSc1nnc(NC(=O)Cc2cc(OC)c(OC)c(OC)c2)s1 | -2%
O=C(NN=C1CCCC1)c1n[nH]c2c1CCC2 | 9%
CCCCC#Cc1nc(NC)c2ncn([C@@H]3O[C@@H](CO)[C@H](O)[C@H]3O)c2n1 | -2%
CCOc1ccccc1NC(=O)c1ccc(NC(=O)c2ccco2)cc1 | 6%
CCOC(=O)c1cc(NC(=O)Nc2ccccc2Cl)c(C)nc1C | -5%
COc1ccc(Nc2nc(-c3ccc(OC)cc3)c(CCC(=O)O)s2)cc1 | 7%[57.5 µM]
CCOC(=O)c1cc(-c2ccccc2)sc1NC(=O)C(C)OC(=O)c1cccnc1Cl (stereo not drawn) | 3%
Cc1ccc(NCc2nnc(SCC(=O)O)n2Cc2ccccc2)cc1Cl | 0%
COc1ccc(CS(=O)(=O)c2nc(C)cc(C)c2S(C)(=O)=O)cc1 | -1%
CCC(C)N(C(=O)COC(=O)/C=C/c1ccc(O)c(OC)c1)C1CCS(=O)(=O)C1 (stereo not drawn) | 2%
Cc1cc(C)nc(SCc2cc(=O)c(OC(=O)c3ccco3)co2)n1 | -2%
O=C(CNCc1ccc(Cl)cc1)Nc1cccc(C(=O)O)c1 | -13%
CC(=O)Nc1sc(N/N=C\c2cccc(Cl)c2)nc1-c1cccs1 | 4%
COc1ccc2nc(C)c(C(N)=O)cc2c1 | -7%
CC1(C)CC(=O)C(Sc2ccccc2C(=O)O)=C(O)C1 | 4%
COc1cc(OC)cc(-c2nc3ccccc3c(=O)n2NC(=O)c2cccnc2Cl)c1 | 1%
O=C(Nc1ccccc1)c1cccc(S(=O)(=O)Nc2ccccn2)c1 | 10%
Cc1nc2c(C(=O)Nc3ccc(N4CCCC(O)C4)cc3)snc2c(=O)[nH]1 (stereo not drawn) | -1%[57.5 µM]
Cc1cc(CN(C)C(=O)CC2C(=O)NCCN2Cc2c(F)cccc2Cl)n[nH]1 (stereo not drawn) | ?
C=C(C)C1CC=C(C)/C(=N/NC(=O)CCCNc2cccc(C)c2)C1 (stereo not drawn) | 5%
c1ccc(CSc2nnc(Cc3ccccc3)o2)cc1 | -9%
Cc1cc(C)nc(N/C(=N/S(=O)(=O)Cc2ccccc2)Nc2ccccc2)n1 | 11%
Cc1noc(C)c1-c1nc(CS(=O)(=O)c2ccc(Cl)cc2)no1 | 10%[57.5 µM]
Cc1ccc(C2(C)NC(=O)N(CC(=O)Nc3cccnc3Cl)C2=O)cc1 (stereo not drawn) | 29%
CC(C)(C)c1ccc(C(=O)CC(Sc2ccc(Cl)cc2)C(=O)O)cc1 (stereo not drawn) | -6%
Cc1nc2sc3c(c2c(=O)[nH]1)CCCCC3 | 0%[57.5 µM]
Oc1c(Br)cc(Br)cc1C=Nc1ccc2c(c1)OCCO2 | -14%
COc1ccc(OCC(=O)N/N=C(\C)c2ccc(-n3ccnc3)cc2)cc1 | 5%
CCOC(=O)C(=O)N1CCN(c2ccccc2OC)CC1 | 2%[57.5 µM]
COc1ccc(-c2ccc(C#N)c(SCC(=O)NC3CC3)n2)cc1OC | -2%[57.5 µM]
CCCn1c(-c2ccc(F)cc2)nc2c(NCCN3CCCC3)nc(C)nc21 | -3%
O=C(CSc1nc2ccccc2n1Cc1ccccc1Cl)N/N=C/c1ccccc1C(=O)O | 13%[57.5 µM]
NC(=O)c1ccc(NC(=O)COC(=O)CC(NC(=O)c2ccccc2Cl)c2ccccc2)cc1 (stereo not drawn) | 2%
COc1ccc(CCN2C(=O)CC(N3CCOCC3)C2=O)cc1OC (stereo not drawn) | 5%
O=C(c1cccs1)N1CCN(Cc2ccccn2)CC1 | 7%
N#Cc1c(Cl)cccc1N1CCCC1 | -3%[57.5 µM]

(more compounds)
Structure | ERK EGF block
CCc1nnc(NC(=O)CCC(=O)NCc2ccc(OC)cc2)s1 | -3%[57.5 µM]
C/C(=N\N1CCN(Cc2ccccc2)CC1)c1ccco1 | -2%
CSc1nc2ccc(NS(=O)(=O)c3cccc(Cl)c3Cl)cc2s1 | 9%
C/C(=N\NC(=O)c1ccn[nH]1)c1cn(C)nc1C | 4%
CCOC(=O)C1=C(O)/C(=C/c2ccc(OCC(=O)O)c(OCC)c2)SC1=Nc1ccc(C)cc1 | -6%
C/C(=N\NC(=O)Cn1nc(C)c(Br)c1C)c1cccs1 | 3%
CCn1c(=S)[nH]c2cc(Cl)ccc21 | -10%[57.5 µM]
Cc1ccc(C(=O)O)cc1N=Cc1cc(Br)cc(Br)c1O | 6%
Cn1nc(C(=O)Nc2ccc(S(=O)(=O)Nc3ncccn3)cc2)ccc1=O | -5%[57.5 µM]
O=C(O)CCSc1nnc(SCC(=O)NCC(F)(F)F)s1 | -10%

Sorted by length of the SMILES (largest number first): some entries from above.
Structure | ERK EGF block
CCOC(=O)C1=C(O)/C(=C/c2ccc(OCC(=O)O)c(OCC)c2)SC1=Nc1ccc(C)cc1 | -6%
Cn1nc(C(=O)Nc2ccc(S(=O)(=O)Nc3ncccn3)cc2)ccc1=O | -5%[57.5 µM]
CCc1nnc(NC(=O)CCC(=O)NCc2ccc(OC)cc2)s1 | -3%[57.5 µM]

Further compounds follow:
Structure | ERK EGF block
O=C(c1nnc(-c2ccc(Cl)cc2)o1)C1CCCC1 | 4%
Cc1cccc(CNc2ccc(C(CC(N)=O)NC(=O)c3cccc(Br)c3)cc2[N+](=O)[O-])c1 (stereo not drawn) | -4%[57.5 µM]
CN(C)C(=O)CN1CCN(c2nc3nonc3nc2N2CCCCC2)CC1 | 10%
CCOc1ccc(C(=O)NC(C)(C)CC)cc1 | -9%
Nc1ccc(C(=O)Oc2ccccc2)c(O)c1 | 16%
Cc1ccc(C(=O)Nc2ccc(C(=O)N/N=C/c3ccncc3)cc2)cc1 | 18%
Cc1nnnn1/C(=C\c1ccccc1)C(=O)OCC(=O)NC(C)(C)C | -7%
CCCn1nnc(NC(=S)NC(=O)/C=C/c2ccc(Cl)cc2)n1 | 1%[57.5 µM]
Cn1c(N)c(S(=O)(=O)N2CCN(c3ccccc3)CC2)c(=O)n(C)c1=O | -4%
O=C(NCCO)/C(=C\c1ccc(Br)cc1)NC(=O)c1cccs1 | 7%
Cc1ccccc1NC(=O)/C(=C/c1cccs1)NC(=O)c1ccco1 | -2%
O=C(NC1CCCc2ccccc21)c1ccccc1Cl (stereo not drawn) | 6%
Cc1cc(C)n(-c2ccccc2C#N)n1 | 29%[57.5 µM]
Cc1[nH]n(-c2ccccc2)c(=O)c1N=Nc1ccccc1 | 16µM*
COc1ccccc1CNC(=O)Cc1cc(=O)[nH]c(=O)[nH]1 | 3%
COc1ccc(S(=O)(=O)N2c3ccccc3OCC2C(C)(C)C)cc1 (stereo not drawn) | -8%
O=C(/C=C/c1ccc(-c2ccccc2[N+](=O)[O-])o1)c1ccccc1 | ?
Cc1ccc2oc(=O)c3cnn(CC(=O)Nc4cc(-c5cccc(F)c5)no4)c3c2c1 | -2%
Cc1c(Cl)cccc1NC(=S)N1CCN(S(=O)(=O)c2cccs2)CC1 | 7%
CCOC(=O)NC(=O)COC(=O)c1ccc(Sc2ncn[nH]2)c([N+](=O)[O-])c1 | -1%

(further entries)
| SMILES | ERK EGF block |
| --- | --- |
| O=C(c1ccc2c(=O)n3c(nc2c1)CCCCC3)N1CCN(c2ccc(F)cc2)CC1 | -3%[57.5 µM] |
| NC(=O)CSc1nc2cc([N+](=O)[O-])ccc2n1-c1cccc(C(F)(F)F)c1 | 5% |
| O=C(COC(=O)/C=C/c1ccccc1)Nc1cccc(Oc2ccccc2)c1 | 3% |
| Cc1cc(C)nc(NC(=O)c2ccc(Cl)cc2)n1 | 4% |
| O=C(NC(=S)Nc1ccc(S(=O)(=O)Nc2nccs2)cc1)c1ccc(F)c(F)c1 | -4% |
| CSc1ccccc1NC(=O)c1ccccc1 | -17% |
| COc1ccc(-c2nnn(CC(=O)N(CCN3CCOCC3)C(C(=O)NC3CCCC3)c3ccco3)n2)cc1 (stereo not drawn) | 2% |
| Cc1c(Cl)c([N+](=O)[O-])nn1CC(=O)N1CCCC1 | 7% |
| CCCc1cc(C(=O)Nc2ccn(Cc3ccc(C)cc3)n2)no1 | -3%[57.5 µM] |
| O=C(Nc1ccccc1)Nc1ccccc1NS(=O)(=O)c1cccs1 | -3% |
| O=C(NCCN1CCCOC1=O)C(=O)NCCN1CCCOC1=O | 9%[57.5 µM] |
| CCCCCCCCCCCCCCCC(=O)N[C@@H](COP(=O)(O)O)C(=O)O | 4% |
| O=C(NNc1ncnc2ccccc12)c1cccc(Cl)c1 | ? |
| Cc1cccc(OCCN2C(=O)C(=O)c3cccc(C)c32)c1 | 6% |
| O=C(c1ccccc1[N+](=O)[O-])N1CCCN(C(=O)c2ccccc2[N+](=O)[O-])CC1 | -2% |
| O=C(/C=C/c1ccccc1[N+](=O)[O-])NCc1ccccc1Cl | -1% |
| COc1ccc(-c2cc(C(=O)N3CCN(c4ncccn4)CC3)c3ccccc3n2)c(OC)c1 | -3% |
| O=S(=O)(c1ccccc1)N1CCC2(CCN(Cc3ccccc3)CC2)CC1 | 4% |
| CCN1CCN(C(=O)c2sc3ncnc(N4CCc5ccccc5C4)c3c2C)CC1 | -3% |
| C[C@H]1CC[C@@]2(O[C@@H](CCO)C[C@@H](O)[C@@H]2O)O1 | -11%[57.5 µM] |
| O=C(COC(=O)c1cccc(NS(=O)(=O)/C=C/c2ccccc2)c1)Nc1ccccc1OC(F)F | 1% |
| [O-][n+]1c2c(nn1-c1ccc(Cl)c(Cl)c1)-c1nonc1CC2 | -11% |
| COc1ccccc1OCC(=O)Nc1ccc2c(c1)n(C)c(=O)n2C | 0% |
| COc1ccc([C@H]2Oc3cc(O)cc(O)c3C(=O)C2[C@@H]2C(=O)c3c(O)cc(O)cc3O[C@@H]2c2ccc(OC)cc2)cc1 (stereo partly drawn) | 1%[57.5 µM] |
| Cc1ccc(S(=O)(=O)n2c3ccc(Cl)cc3c3nc(C)sc32)cc1 | 0% |
| N#Cc1cc2c(nc1S(=O)(=O)Cc1ccccc1)CCCC2 | 2% |
| O=C(Nc1ccncc1)c1ccc(-c2ccccc2)cc1 | -2% |
| Cc1cccc(COCC(Cc2ccccc2)N2CCN(C(=O)c3ccc(C(F)(F)F)cc3)CCC2=O)c1 (stereo not drawn) | 3% |
| O=C(Nc1nc2c(s1)CCCC2)c1ccc2ncsc2c1 | 33% |
| COc1ccccc1NC(=O)N1C2CCCC1CC(NC(=O)c1ccccc1)C2 (stereo not drawn) | 4% |
| COc1ccccc1NC(=O)CSCc1ccc([N+](=O)[O-])cc1 | -6% |
| O=Cc1cn(CC(=O)Nc2ccc(F)cc2)c2ccccc12 | -15% |
| Cc1ccc(NC(=O)CN2C(=O)NC3(CCc4ccccc43)C2=O)cc1 (stereo not drawn) | -7% |
| CC1CCCC(C)N1S(=O)(=O)c1ccc(S(=O)(=O)NCc2ccccc2)cc1 (stereo not drawn) | -3% |
